human PMI inhibition: inhibitors of human PMI, primary screen, biochemical, fluorescence intensity, coupled assay (AID 1209) | 190,000 compounds, 0.42% hits | inhibition, % at 20 µM, or IC50 in µM where a hit was titrated | purified PMI enzyme, coupled fluorescence intensity; higher % means a stronger effect;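 also: plate controls were DMSO vehicle for no effect and wells lacking substrate for full effect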
LYP inhibition: PTPN22 lymphoid phosphatase activity blockers – biochemical, fluorescence intensity, uHTS (AID 1779); one-dose inhibition, % at 11.5 µM; IC50 in µM for titrated hits; recombinant LYP phosphatase, fluorescence intensity; higher % means a stronger effect; 290,000 compounds, 0.054% hits;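 also: plate controls were vehicle with enzyme for no effect and no enzyme for full effect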
WT yeast gro inh: growth inhibition of WT yeast, mitochondrial fusion screen. inhibition, % at 10 µM. AID 1362. 190,000 compounds, 2.1% hits. mitochondrial fusion phenotypic screen, WT strain; in the data active = inhibition above about 58%; tested in S. cerevisiae
TNAP activators: stimulation of alkaline phosphatase TNAP activity – biochemical, luminescent, no phosphate acceptor, uHTS, primary screen (AID 1001); purified TNAP, luminescent activation assay, no phosphate acceptor; higher activation fold means a stronger effect; activation fold at 20 µM; hits with a dose series show EC50 in µM; 200,000 compounds, 0.03% hits; in the data active = activation fold from about 3, or a potency from the dose series; inactive = the rest, 99 in 100 with activation fold below about 1.6; also: many of its hits are not listed in these tables
human PMI inhibitors: MPI inhibition at elevated mannose 6-phosphate – biochemical, fluorescence intensity, high mannose 6-phosphate, primary screen (AID 1220); recombinant PMI enzyme, coupled fluorescence intensity; higher % means a stronger effect; inhibition, % at 20 µM; hits with a dose series show IC50 in µM; 190,000 compounds, 0.66% hits
Yfh1-depleted yeast: mitochondrial function rescue without frataxin homolog – Friedreich's ataxia, plus single-dose screen, dose response (AID 1465); fold induction at 50 µM, or EC50 in µM where a hit was titrated; S. cerevisiae Yfh1-off respiration, WST-1 reduction, 72 h; higher fold induction means a stronger effect; 220,000 compounds, 0.074% hits;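 active = fold induction of absorbance versus untreated yeast above a set limit, then at least 30% activation at any dose in follow-up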;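 also: activators that raise dye reduction in frataxin-depleted yeast; strong numbers were not always called active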
P. falciparum M1AAP: P. falciparum M1AAP inhibitors, biochemical, fluorogenic H-Leu-NHMec substrate, 1536-well (AID 1445). recombinant M1AAP, H-Leu-NHMec fluorogenic kinetic assay; higher % means a stronger effect. inhibition, % at 30 µM; hits with a dose series show IC50 in µM. 220,000 compounds, 0.42% hits;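 active = primary inhibition above the hit cutoff, then over 50% inhibition at one or more dose response concentrations, cut at about 23% in these data, passing the limit was not always enough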;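 also: plate controls were DMSO full reaction for no effect and no enzyme background for full effect; strong numbers were not always called active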
XIAP displacement: XIAP antagonists, biochemical, IAP family, fluorescence polarization (AID 1018); XIAP BIR domain, fluorescence polarization peptide displacement; higher % means a stronger effect; one-dose displacement, % at 20 µM; IC50 in µM for titrated hits; 200,000 compounds, 0.007% hits; in the data active = displacement above about 50%; also: a part of the inactive calls stands beside numbers as strong as those of hits
M17LAP inhibition: P. falciparum M17LAP inhibitors, primary screen, biochemical, fluorogenic H-Leu-NHMec substrate, 1536-well (AID 1619). 220,000 compounds, 0.38% hits. recombinant M17LAP, H-Leu-NHMec fluorogenic kinetic assay; higher % means a stronger effect. inhibition, % at 30 µM, or IC50 in µM where a hit was titrated;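 active = compound inhibiting the enzyme by more than half at any dose during confirmatory dose-response retesting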;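 also: plate controls were full reaction with DMSO carrier for no effect and no enzyme background for full effect; strong numbers were not always called active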
WT yeast gro inh mutant strain: also measured in WT yeast gro inh; calls as there; inhibition, %; mitochondrial fusion phenotypic screen, mutant strain inhibition
The depositor's hits bear a star; i = inactive; / = no result given. Rule as the data show it, unless noted: active = inhibition above about 50%; inactive = the rest.

SMILES | human PMI inhibition | LYP inhibition | WT yeast gro inh | WT yeast gro inh mutant strain | TNAP activators | human PMI inhibitors | Yfh1-depleted yeast | P. falciparum M1AAP | XIAP displacement | M17LAP inhibition
N#CC1=C2SCC(O)(c3ccccc3)N2C(=O)CC1c1ccccc1 (stereo not given) | -8% | -8% | 22 | 5 | 1.1 | 22% | i | -1% | -43% | 10%
COc1ccc(C2C3=C(Nc4ncnn42)c2ccccc2CCC3)cc1 (stereo not given) | -3% | -4% | 2 | 26 | 1.1 | 4% | i | 12% | -0.8% | 9%
O=c1[nH]c2ccc(F)cc2[nH]c1=O | 9% | -4% | -12 | 9 | 1.2 | 22% | i | 7% | -1.3% | 4%
CCOC(=O)c1c(C)oc2c1c(C=NCCC(=O)O)c(O)c1ccccc12 | 77%* | -7% | 4 | -25 | 1 | / | i | 7% | -8.1% | 38%
CCN(CC)C(=O)Oc1ccc(Br)c2ccccc12 | 4% | -3% | 5 | -9 | 1.1 | 1% | i | 14% | 0.1% | 5%
NC(=O)C1CCN(c2cc(N3CCOCC3)ccc2[N+](=O)[O-])CC1 | 0% | 6% | -3 | 2 | 1 | -1% | i | 13% | -4.6% | 11%
Cn1c(NC(=O)COc2ccccc2)cc(=O)n(C)c1=O | 8% | -9% | -4 | 5 | 1.1 | 4% | i | 5% | -6.6% | -13%
NS(=O)(=O)c1ccc(NC(=O)Cc2c(F)cccc2Cl)cc1 | 5% | -5% | -16 | -8 | 1.1 | 2% | i | 1% | -18% | -3%
Cc1nc(/N=C\N(C)C)sc1C(=O)Nc1ccccc1 | 9% | 6% | -1 | -7 | 1.1 | 8% | i | 3% | -3.4% | 29%
O=c1c2[nH]c3ccc(F)cc3c2ncn1CCC1=CCCCC1 | / | -9% | / | / | / | / | i | 4% | / | 11%
CCOc1ccccc1C(=O)Nc1cc(Cl)ccc1O | 14% | 0% | 60 | 61 | 1.2 | 13% | i | 4% | -4.4% | 4%
CCOC(=O)CON1C(=O)c2ccccc2C1=O | 4% | -1% | 7 | 12 | 1.1 | -1% | i | -4% | 40% | 3%
c1ccc(CNc2c3c(nc4ncnn24)CCCC3)nc1 | 8% | 2% | -12 | -6 | 2.3 | 6% | i | -2% | -9.2% | -5%
CC(=O)c1cccc(S(=O)(=O)NCC2CCCCC2)c1 | 11% | -4% | -10 | -10 | 1.2 | -2% | i | 3% | -6.6% | 3%
Clc1cccc(-c2ccc(C=Nc3ccc(N4CCOCC4)cc3)o2)c1 | 26% | -9% | -4 | -6 | 1 | 34% | i | 23% | -9.0% | -7%
Cc1cc(C(=O)NCc2ccc(C(=O)O)o2)c(C)o1 | 1% | -8% | -9 | 8 | 1.2 | -4% | i | 4% | -8.1% | -1%
CC(C)C(=O)Nc1nnc(SCC(=O)NCC2CCCO2)s1 (stereo not given) | -7% | -1% | -20 | -6 | 1.1 | 0% | i | 1% | -1.2% | 41%
CC(Oc1ccc(Cl)cc1)C(=O)NCCCn1ccnc1 (stereo not given) | -3% | -3% | -1 | 18 | 1.1 | -2% | i | 1% | -1.8% | -4%
CC1(C)CC(=O)C(C2(O)C(=O)N(Cc3ccccc3)c3ccccc32)CO1 (stereo not given) | 20% | -6% | 0 | 1 | 1.1 | 18% | i | 3% | -7.6% | 7%
CCS(=O)(=O)C(C)(CCl)C(=O)Nc1ccc(C(=O)OC)cc1 (stereo not given) | / | -10% | / | / | / | / | i | 4% | / | 3%
O=C(NCCOC(=O)c1ccc(C(=O)OCCNC(=O)c2ccccc2)o1)c1ccccc1 | 10% | -11% | -7 | 5 | 1.1 | 13% | i | 3% | -4.5% | -3%
O=C(O)c1cc2ccccc2c(=O)s1 | -4% | -1% | -7 | -8 | 1.1 | -11% | i | 5% | -1.3% | -14%
C#CCOCCOCCOCCNc1nc(N2CCN(C(=O)[C@H](CCC(=O)O)n3cc(C(N)Cc4ccc(O)cc4)nn3)CC2)nc(N2CCN(C(=O)[C@H](CCC(=O)O)n3cc(C(N)Cc4ccc(O)cc4)nn3)CC2)n1 (stereo not given in full) | -20% | -5% | -3 | -4 | 1 | -25% | i | -7% | -6.2% | 3%
O=C(Nc1nnc(Cc2ccc([N+](=O)[O-])cc2)s1)c1ccc2c(c1)OCO2 | / | -11% | / | / | / | / | i | 3% | / | 2%
Cc1ccccc1-c1noc(-c2ccc(O)cc2)n1 | 14% | 1% | 72 | 78 | 1.1 | 16% | i | 8% | 2.2% | -13%
COc1ccc(NC(=O)CSc2nc(N)c(NC(=O)c3cccs3)c(=O)[nH]2)cc1 | / | -7% | / | / | / | / | i | 3% | / | -1%
COc1ccc(Cl)cc1NC(=O)c1ocnc1C | -3% | -6% | -1 | 14 | 1.1 | 3% | i | 4% | 1.9% | 5%
CCc1ccc(C(=O)NNC(=S)Nc2ccc(S(N)(=O)=O)cc2)s1 | 8% | -3% | 13 | 2 | 1.9 | 11% | i | -1% | -0.6% | -3%
O=C(CC(SCCO)c1ccc(F)cc1)c1ccco1 (stereo not given) | 5% | -3% | 4 | -2 | 0.7 | 11% | i | -3% | -9.6% | -7%
COc1cccc(NS(=O)(=O)c2ccc3[nH]cc(C(=O)NCCCOC(C)C)c(=O)c3c2)c1 | -14% | -9% | -19 | -12 | 1.1 | -6% | i | 11% | -1.3% | -6%
CCOc1ccc(C(=O)Nc2ccccc2N2CCOCC2)cc1 | 12% | -1% | 7 | 2 | 1 | 10% | i | 8% | -3.1% | 6%
CC(C)n1nnnc1SCC(=O)NNC(=O)C1CCCCC1 | 3% | -7% | -6 | -11 | 1.1 | 0% | i | 4% | -2.0% | 20%
COC(=O)/C(C#N)=C/c1c[nH]c2ccccc12 | 8% | -8% | 9 | 6 | 1 | 8% | i | 14% | -5.1% | -3%
CCCOc1ccc(NC(=O)CC2C(=O)N(CC)C(=S)N2Cc2cccs2)cc1 (stereo not given) | 23% | 1% | / | / | 1.1 | 15% | i | 0% | -3.4% | -2%
O=C(NC(=S)N1CCN(c2nc(-c3ccccc3)cs2)CC1)c1cncc(Br)c1 | / | -6% | 53 | 64 | 1 | / | i | 17% | -5.6% | 0%
O=C(/C=C/c1ccc(F)cc1)Nc1ccc2[nH]c(=O)[nH]c2c1 | / | -1% | / | / | / | / | i | 4% | / | 4%
CNC(=O)c1ccsc1NC(=O)c1sc2ccccc2c1Cl | 3% | -1% | 25 | -6 | 1.1 | 1% | / | 6% | 1.2% | 4%
COC(=O)c1ccccc1NC(=O)CSc1nnc(-c2ccc(C)cc2)o1 | -1% | -6% | 3 | 14 | 1 | -5% | i | -5% | -0.3% | 4%
CC(=O)N(CCC1(C(C)C)CCOC(C)(C)C1)Cc1ccco1 (stereo not given) | 16% | 3% | 6 | 21 | 1.1 | 7% | i | 2% | -19% | -1%
C#CCN(C)CC/C=C1\c2ccccc2CSc2ccccc21 | 1% | -1% | 70* | 21* | 1 | 1% | i | -4% | -9.6% | -5%
CCOc1ccc(S(=O)(=O)Nc2ccncc2)c(C)c1C | -24% | -8% | 4 | 0 | 1.1 | -12% | i | -3% | -1.4% | -3%
Cc1nn(Cc2cccc(Oc3ccccc3)c2)c(C)c1NC(=O)NC12CC3CC(CC(C3)C1)C2 | 14% | 9% | 17 | -18 | 1.2 | 14% | i | -1% | -4.6% | 7%
Cc1cc(C)cc(NC(=O)C2CCCN2C(=O)Oc2ccccc2)c1 (stereo not given) | 2% | -4% | -12 | -4 | 1.1 | 6% | i | 0% | -2.8% | -3%
CCOc1ccc(-c2nc(C#N)c(N3CCCCCC3)o2)cc1 | 18% | 0% | 18 | 17 | 1.1 | 21% | i | 15% | -1.3% | 10%
COc1ccc(C(C(=O)NC2CCCCC2)N(C(=O)c2sc(C)nc2C)c2ccccc2)cc1 (stereo not given) | 18% | 4% | -5 | -13 | 1.1 | 8% | i | -2% | -9.1% | -11%
Cc1cc(-c2csc(NC(=O)c3ccc(S(=O)(=O)N(C)C)cc3)n2)c(C)n1-c1ccccc1 | -3% | 4% | 22 | 10 | 1 | 33% | i | 5% | 2.1% | -9%
CC(=O)c1c(N2CCOCC2)nc(=O)n(-c2ccccc2)c1C | -2% | 3% | -9 | -3 | 1.1 | 2% | i | 1% | -5.6% | -3%
O=C1NCC(c2ccccc2)C1C(=O)N/N=C\c1ccc(-c2cccc(Cl)c2Cl)o1 (stereo not given) | 8% | 4% | 6 | 13 | 1 | 6% | i | 9% | -4.1% | -2%
Cc1ccc(CCNC(=O)CNC(=O)c2cccs2)cc1 | 3% | -8% | 12 | 2 | 1.1 | 0% | i | 5% | -5.0% | 1%
COC(=O)c1ccc(-n2c(C)nc(=O)c(-c3ccccc3)c2C)cc1 | 4% | -10% | -13 | -13 | 1 | 7% | i | -1% | -13% | 4%
O=C(Nc1ccc(Cl)cc1)Nc1ccc(N2CCCC2)c(S(=O)(=O)Nc2ccccc2Cl)c1 | 18% | 1% | 51 | 11 | 1.1 | 7% | i | 11% | -5.1% | -13%
CCOc1ccc(CCNC(=O)C2CCN(S(=O)(=O)N3CCOCC3)CC2)cc1OCC | -7% | -7% | 0 | -12 | 1 | 9% | i | 1% | -2.4% | -3%
COc1ccc(S(=O)(=O)N(CCc2ccccc2)CC(=O)N/N=C/c2ccc3c(c2)OCO3)cc1 | 1% | 4% | 12 | -17 | 1.1 | 3% | i | -2% | -8.9% | 0%
CCOC(=O)C1=C(C)Nc2nnnn2C1c1ccc(OC)c(Br)c1 (stereo not given) | 4% | -7% | 9 | 3 | 1.1 | 4% | i | -1% | -4.5% | -6%
NS(=O)(=O)c1ccc(CNC(=O)c2scc3c2CCCC3)cc1 | -6% | -3% | -14 | 5 | 1.1 | -4% | i | -2% | -8.2% | 11%
CCCCNC(=O)C1CCN(c2nc(OC)nc(OC)n2)CC1 | -13% | -5% | 1 | -3 | 1.1 | -5% | i | -5% | -4.9% | -10%
COc1cc(C(=O)NCCCNc2nc3cc(C)cc(C)c3cc2C#N)cc(OC)c1OC | 13% | -9% | 16 | 7 | 1.1 | 7% | i | 1% | -3.6% | -9%

Whole records, quoted from the list.
O=C1NCC(c2ccccc2)C1C(=O)N/N=C\c1ccc(-c2cccc(Cl)c2Cl)o1 (stereo not given) is entered as human PMI inhibition: 8%; LYP inhibition: 4%; WT yeast gro inh: 6; WT yeast gro inh mutant strain: 13; TNAP activators: 1; human PMI inhibitors: 6%; Yfh1-depleted yeast: i; P. falciparum M1AAP: 9%; XIAP displacement: -4.1%; M17LAP inhibition: -2%
CCc1ccc(C(=O)NNC(=S)Nc2ccc(S(N)(=O)=O)cc2)s1 is entered as human PMI inhibition: 8%; LYP inhibition: -3%; WT yeast gro inh: 13; WT yeast gro inh mutant strain: 2; TNAP activators: 1.9; human PMI inhibitors: 11%; Yfh1-depleted yeast: i; P. falciparum M1AAP: -1%; XIAP displacement: -0.6%; M17LAP inhibition: -3%
